mcGAS inh = cyclic GMP-AMP synthase inhibitors, mouse, primary biochemical chemiluminescence. Q8C6L5. recombinant cGAS, Kinase-Glo ATP depletion luminescence. inhibition, % at 12.5 µM. actives 0.15% (n = 160,000). AID 1259399, 2018;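 further: 0% = negative control wells and 100% = reference inhibitor with no enzyme activity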
hcGAS inh = Primary biochemical luminescence assay for human cyclic GMP-AMP synthase inhibitors. recombinant h-cGAS, ATP depletion, Kinase-Glo luminescence. inhibition, % at 12.5 µM. actives 0.081% (n = 290,000). Q8N884;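 further: 0% = vehicle reaction and 100% = reaction without DNA for no activity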
Target sequence (Q8N884 whole entry, looked up): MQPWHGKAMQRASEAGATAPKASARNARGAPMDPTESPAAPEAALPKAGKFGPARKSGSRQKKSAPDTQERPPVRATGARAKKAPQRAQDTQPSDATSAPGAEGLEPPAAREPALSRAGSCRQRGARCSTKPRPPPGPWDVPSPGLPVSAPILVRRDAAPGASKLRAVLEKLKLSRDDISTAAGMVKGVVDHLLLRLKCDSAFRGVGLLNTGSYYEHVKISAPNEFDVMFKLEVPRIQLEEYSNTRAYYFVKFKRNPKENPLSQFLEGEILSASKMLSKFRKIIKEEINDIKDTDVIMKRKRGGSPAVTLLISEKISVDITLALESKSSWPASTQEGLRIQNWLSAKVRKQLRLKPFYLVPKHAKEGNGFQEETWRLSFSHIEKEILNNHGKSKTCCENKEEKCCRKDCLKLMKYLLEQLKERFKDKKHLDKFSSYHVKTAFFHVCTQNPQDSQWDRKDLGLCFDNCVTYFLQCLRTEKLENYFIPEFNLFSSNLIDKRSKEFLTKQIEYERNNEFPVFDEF
NPYLR7 ag = agonists of mosquito NPYLR7 receptor, primary screen, cell-based, Aedes aegypti, calcium fluorescence, mosquito biting behavior; HEK293T NPYLR7/Galpha15, GCaMP6s calcium fluorescence; activation, % at 10 µM; actives 0.15% (n = 270,000); in the data active means activation above about 40%;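 further: 0% = vehicle and 100% = reference agonist at the receptor; some compounds past the cut are filed as inactive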
Numbers without * were called inactive; / = not tested or not shown; & = joins results of further samples. Unless noted, no stated cut-off is given here; in the data, active means inhibition above about 40%; inactive means the rest.

1. CC(C)COC(=O)c1ccc(N=CC(C#N)c2nc(-c3cccs3)cs2)cc1 (configuration not stated)
2. CC1CCN(C(=O)c2cn(-c3cc(N4CCOCC4)ncn3)cn2)CC1
3. CN(C)CCCN(C(=O)CCOc1ccccc1)c1nc2cc3c(cc2s1)OCO3
4. O=C(c1cn(CCc2ccccc2)nn1)N1CCC(c2ccccc2Cl)C1 (configuration not stated)
5. COc1ccc(OC)c(Nc2nc(-c3cc4cccc(OC)c4oc3=O)cs2)c1
6. CCN(CC)C(=O)Oc1ccc2c(ccn2Cc2ccc(I)cc2)c1-c1cc(Cl)cc(Cl)c1
7. CC(C)(C)NC(=O)NC1CCN(c2ccccc2C(=O)NCc2cccc(C(F)(F)F)c2)CC1
8. COCC(=O)N1CC(=O)N2CC(C)c3ccccc3C2C1 (configuration not stated)
Assay by compound	1	2	3	4	5	6	7	8
NPYLR7 ag	7	-12	-2	5	-7	15	-1	7
hcGAS inh	-7	-4	-2	-6	-3	-1	-5	-3
mcGAS inh	-7	/	-6	/	-5	-5	-6	-6

9. CCc1ccccc1-c1ncnc2[nH]ccc12
10. Cc1ccc(O)c(NC(=O)c2cnn3c2NC(c2cccs2)CC3C(F)(F)F)c1 (configuration not stated)
11. O=C(O)c1cc(Br)c[nH]1
12. COc1ccc(CCNc2nccn(-c3cc(C)c(Cl)cc3OC)c2=O)cc1OC
13. COc1ccc(-n2nc(C(C)(C)C)cc2NC(=O)CN(CC(C)C)C(=O)COc2ccc(Cl)cc2)cc1
14. Cc1ccc(C)c(-n2nc(C)cc2NC(=O)c2ccoc2)c1
15. c1ccc(Sc2nc(N3CCOCC3)nc(N3CCOCC3)n2)nc1
16. Cc1cccc(OCCN(C)C(=O)Cc2csc(NS(C)(=O)=O)n2)c1
Assay by compound	9	10	11	12	13	14	15	16
NPYLR7 ag	8	4	1	-2	20	10	-3	5
hcGAS inh	-5	0	-2	-6	-3	-9	-9	-9
mcGAS inh	-15	-2	/	-7	-4	-15	/	-5

17. Cc1cc2c(cc1C)[n+](C)cn2CC(O)COc1c(C)cccc1C (configuration not stated)
18. Cc1c(Br)c(C(F)(F)F)nn1CC(=O)NCc1cccs1
19. CCc1nc2c(OCc3ccc4c(c3)OCO4)cccn2c1N(C=O)Cc1ccccc1
20. CCc1nc(-c2nccn2CCSc2nccn2C)c(C)[nH]1
21. N#Cc1ccc(N2CCC(SC3=Nc4ccccc4CS3)C2=O)cc1 (configuration not stated)
22. COC(=O)c1ccc(NC(=O)CCCn2nc(-c3ccc(Cl)cc3)ccc2=O)cc1
23. COc1ccc(OC)c(-c2nccn2-c2ccc3nc(C)[nH]c3c2)c1
24. O=C(CN1C(=O)C2(OCCO2)c2cc([N+](=O)[O-])ccc21)c1cccc2ccccc12
Assay by compound	17	18	19	20	21	22	23	24
NPYLR7 ag	13	-2	-3	-2	12	6	6	-6
hcGAS inh	-7	-6	-4	-7	-7	-6	-5	2
mcGAS inh	/	/	-4	-11	-14	-6	-22	-4

25. COc1ccc(-c2cc3ccc4c(c3oc2=O)CN(C2CCS(=O)(=O)C2)CO4)cc1 (configuration not stated)
26. CC1(C)N=C(c2ccc(Br)cc2)C(=S)N1C(=O)c1ccccc1
27. CCCCNC(=O)c1cc(-c2ccc(OC)cc2)nc2cc(-c3ccc(Cl)cc3)nn12
28. O=C(COc1ccccc1)N1CC(=O)N(Cc2cccc(F)c2)CC(O)C1 (configuration not stated)
29. Cc1ccc(-n2c(SCc3nc(C(=O)NCCc4ccc(Cl)cc4Cl)cs3)nnc2-c2ccccc2Cl)cc1
30. CCC(=O)Nc1ccc(N2CCCC2)c(C(=O)NCCc2ccccc2)c1
31. CC(=O)Oc1c(-c2ccc(N)cc2)c(-c2cccc(C)c2)nn1-c1cccc(C)c1C
32. CNCCC(Oc1ccccc1OC)c1ccccc1 (configuration not stated)
Assay by compound	25	26	27	28	29	30	31	32
NPYLR7 ag	8	4	7	23	-7	1	39	5&4
hcGAS inh	-1	-9	-2	2	6	-5	3	-4&-3
mcGAS inh	-7	-4	-9	-6	0	-3	/	-4&-4

33. O=C(Cc1ccc(OC(F)F)cc1)Nc1cccnc1N1CCSCC1
34. CCNC(=O)C1(C)CCN(Cc2ccc(-c3ccccc3)cc2)C1 (configuration not stated)
35. O=C(NNC1CCS(=O)(=O)C1)c1ccc(Br)o1 (configuration not stated)
36. COc1ccc(CCN(Cc2ccc(C)o2)C(=O)CN(C(=O)Nc2cccc(F)c2)C2CC2)cc1OC
37. O=C(CSc1nnc(-c2ccc(Cl)cc2)n1-c1ccccc1)N/N=C\c1ccc(Cl)cc1
38. COc1ccc(-c2cc(C(=O)N(CCN(C)C)Cc3ccccc3)n3nc(-c4ccccc4)cc3n2)cc1
39. COc1ccc(-n2nc(C(=O)NCc3ccccn3)c(=O)n(Cc3cccc(C)c3)c2=O)cc1
40. COc1cccc(C(=O)N2CCN(c3ncnc4c3nnn4Cc3ccccc3)CC2)c1OC
Assay by compound	33	34	35	36	37	38	39	40
NPYLR7 ag	3	0	6	8	9	8&22	-2	-7
hcGAS inh	4	-14	-6	-7	-5	-4&-3	-2	-5
mcGAS inh	/	/	/	-6	-4	-10&-6	-3	-9

41. O=C(COc1ccccc1)NCc1cc(-c2cc3ccccc3o2)on1
42. C=C(C)COc1ccc(C(=O)NCC(C)n2cncn2)cc1 (configuration not stated)
43. Cc1ccc(C(=O)Nc2ccc(N3CCN(S(=O)(=O)c4cccc(Cl)n4)CC3)nc2)cc1
44. Cn1c(=O)[nH]c(=O)c2c1nc(CN1CCOCC1)n2Cc1ccccc1F
45. CCOC(=O)CCC(=O)N1CCN(C(C(=O)N(C)Cc2ccco2)C2CCCC2)CC1 (configuration not stated)
46. C=CCNC(=S)NN=Cc1ccc(C(F)(F)F)cc1
47. O=S(=O)(c1ccc(Cl)cc1C(F)(F)F)N(Cc1ccccc1F)C1CC1
48. N#Cc1ccccc1CN1CCN(c2ncc(C(=O)NCC3CC3)s2)C1=O
Assay by compound	41	42	43	44	45	46	47	48
NPYLR7 ag	1	5	-3	-1	10	-9	0	-6
hcGAS inh	-11	-6	2	-3	-6	-6	-3	-2
mcGAS inh	-7	/	-2	/	-6	/	/	/

49. O=C(c1cc2ccccc2[nH]1)N1CCN(CCN2CCCC2)CC1
50. CCNC(=O)NC1CN(C(C)c2nc(C(C)(C)C)no2)C[C@@H]1OC (some centres not stated)
51. Cc1ccc(C(=O)N(Cc2nccn2Cc2ccc(C(F)(F)F)cc2)CC(C)C)cc1
52. CC1CCC(NC(=O)CSCc2nc3scc(-c4cccs4)c3c(=O)[nH]2)CC1 (configuration not stated)
53. CCCCS(=O)(=O)N1CCCN(c2nc3cc(Cl)c(Cl)cc3nc2C(=O)OCC)CC1
54. CC(C)NC(=S)NN=C1CCCCCC1
55. CCc1cccc2c(-c3csc(=NC)n3C)c[nH]c12
56. Cc1ccc(C2NC(=O)N(C)C3=C2C(=O)N(CCN2CCCC2)C3)c(C)c1 (configuration not stated)
Assay by compound	49	50	51	52	53	54	55	56
NPYLR7 ag	2	3	19	4	5	-1	4	-5
hcGAS inh	-11	-5	-4	-3	-4	1	-11	1
mcGAS inh	-8	/	-6	-5	-7	/	-9	2

57. CC(C)CN1CCC(NCCSc2ncn[nH]2)CC1
58. CC(C)c1nnc(NC(=O)c2cccc(I)c2)s1
59. COc1cc(C)ccc1-c1c(-c2ccccc2)ncn1C(C)Cc1cnccn1 (configuration not stated)
60. CC(=O)N[C@@H]1[C@@H](C(O)[C@H](O)CO)O[C@](O)(C(=O)O)C[C@@H]1O (some centres not stated)
61. c1cnc(N2CCCC(NCc3nc4c(s3)CCCC4)C2)nc1 (configuration not stated)
62. CCC(C(=O)NC1CCN(c2ccccc2C(=O)NC2CC2)CC1)c1ccccc1 (configuration not stated)
63. CC(C(=O)Nc1ccc(OCCc2ccccc2)nc1)n1cncn1 (configuration not stated)
64. Cc1ccc(C(C2Sc3nc(-c4ccco4)nn3C2=O)N2CCCCC2)cc1 (configuration not stated)
Assay by compound	57	58	59	60	61	62	63	64
NPYLR7 ag	-1	11	4	-7	6	0	-17	5
hcGAS inh	-1	-4	-6	-4	-5	1	-7	-2
mcGAS inh	1	/	-19	-5	/	1	/	1

65. CCCc1noc(-c2cccc(CNS(=O)(=O)CC)c2)n1
66. Cc1nc(S(=O)(=O)Cc2nccn2C)n(C2CCCCC2)c1C
67. O=C(Nc1ccccc1F)Nc1cccc2c1CCCN2
68. COc1cc(NC2CC(=O)N(c3ccccc3F)C2=O)cc(OC)c1 (configuration not stated)
69. CCOc1ccc(-c2cc(C(=O)NCc3ccccc3C(F)(F)F)c3ccccc3n2)cc1
70. CCn1ncnc1C1CC(=O)Nc2n[nH]c(C(=O)OC)c21 (configuration not stated)
71. COc1ccccc1-c1nnc(NC(=O)CSc2nnc(N)s2)s1
72. Cc1[nH]nc(NCCc2ccccc2)c1[N+](=O)[O-]
Assay by compound	65	66	67	68	69	70	71	72
NPYLR7 ag	14	0	0	-1	-1	22	5	-1
hcGAS inh	-4	-7	-3	-3	-3	-11	-4	-7
mcGAS inh	-15	-16	/	/	-6	/	-4	/

Single records, from the list above. Order of values: NPYLR7 ag | hcGAS inh | mcGAS inh
COc1ccccc1-c1nnc(NC(=O)CSc2nnc(N)s2)s1 is listed as 5 | -4 | -4
Cc1nc(S(=O)(=O)Cc2nccn2C)n(C2CCCCC2)c1C is listed as 0 | -7 | -16

Additional results
73. COCCN1CCCC2(CCN(C3CCN(c4ccc(OC)cc4)CC3)C2)C1 (configuration not stated)
74. Cc1cccc(-c2nc3ccc(Cl)cn3c2NC(C)(C)C)c1
75. CC1=NC2=C(C(=O)CC(c3ccccc3)C2)C(c2ccc(O)cc2)C1C(=O)OCc1ccccc1 (configuration not stated)
76. Cc1ccc(C2N(c3nccs3)C(=O)C3CCCN32)cc1 (configuration not stated)
77. Cc1cccc(-c2ccnc3nc(N4CCN(C(=O)c5cccnc5Cl)CC4)nn23)c1
78. CC1Cc2ccccc2C1NC(=O)N1CCC(OC2CCOC2)CC1 (configuration not stated)
79. CCC(=O)Nc1cc2nn(-c3ccc(OC)c(Cl)c3)nc2cc1C
80. N#Cc1c(NC(=O)CSc2ncnc3sccc23)oc(-c2ccco2)c1-c1ccco1
Assay by compound	73	74	75	76	77	78	79	80
NPYLR7 ag	0	2&9	1	-10	2	4	-3	1
hcGAS inh	-6	-2&-7	-4	0	-6	-2	1	-2
mcGAS inh	/	-5&-3	-5	-3	-7	-7	-4	/

81. Cc1nn(-c2ccccc2)c2nc(CC(C)C)nc(N3CCN(C(=O)CCl)CC3)c12
82. O=C(CCc1ccc(F)c(F)c1)Nc1cc(F)cc(N2CCOCC2)c1
83. N#C/C(=C/c1ccccc1OCC(=O)O)c1nc2ccc(Br)cc2c(=O)[nH]1
84. N#CNC1=NC2CCCCC2N1 (configuration not stated)
85. CC(Nc1nccnc1C#N)c1ccc(-n2cncn2)cc1 (configuration not stated)
86. CCC(NC(=O)CC1CCCO1)c1ccccc1OCC(=O)N1CCCC1 (configuration not stated)
87. Cc1cccc(C2(NC(=O)NCc3ccnc(C)n3)CCCC2)c1
Assay by compound	81	82	83	84	85	86	87
NPYLR7 ag	/	3	8	2	-2	-4	5
hcGAS inh	-14	-8	8	-8	-18	-2	-15
mcGAS inh	-7	/	36	/	-15	/	/

In another format: entries from further up
(87) Cc1cccc(C2(NC(=O)NCc3ccnc(C)n3)CCCC2)c1
  NPYLR7 ag: 5 | hcGAS inh: -15 | mcGAS inh: /
(82) O=C(CCc1ccc(F)c(F)c1)Nc1cc(F)cc(N2CCOCC2)c1
  NPYLR7 ag: 3 | hcGAS inh: -8 | mcGAS inh: /
(84) N#CNC1=NC2CCCCC2N1 (configuration not stated)
  NPYLR7 ag: 2 | hcGAS inh: -8 | mcGAS inh: /
(86) CCC(NC(=O)CC1CCCO1)c1ccccc1OCC(=O)N1CCCC1 (configuration not stated)
  NPYLR7 ag: -4 | hcGAS inh: -2 | mcGAS inh: /

As a short view, some entries already given:
82. O=C(CCc1ccc(F)c(F)c1)Nc1cc(F)cc(N2CCOCC2)c1
83. N#C/C(=C/c1ccccc1OCC(=O)O)c1nc2ccc(Br)cc2c(=O)[nH]1
Assay by compound	82	83
NPYLR7 ag	3	8
hcGAS inh	-8	8
mcGAS inh	/	36

From PubChem BioAssay
